Screens (PubChem BioAssay)
Shn3 inh set2 = Schnurri-3 reporter inhibition in Clone20 osteoblasts | Clone20 osteoblast Shn3 3'UTR firefly luciferase, 24 h | hit rate 0.52% among 360,000 | inhibition, % at 12.5 µM;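 active = mean inhibition of at least 75% with every replicate also reaching 75%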;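 also: 0% = median of neutral control wells and 100% = pilot-screen positive control compound; some compounds past the cut are filed as inactive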
TROY NFkB inh = TROY signaling inhibition | Q293 LMP1-TROYcd NF-kB luciferase reporter, 4 h | inhibition, % at 10 µM | hit rate 0.98% among 360,000;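 active = compounds whose plate-normalised and pattern-corrected inhibition of the luciferase reporter signal at the single screening dose is 50% or more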
NR2E3 ag-1 = agonists of human NR2E3 nuclear receptor | Q9Y5X4 | CHO-S Gal4-NCOR/VP16-NR2E3 two-hybrid, luciferase | inhibition of corepressor binding, % at 3.98 µM | hit rate 0.35% among 360,000 | AID 602229;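 active = inhibition above the mean of all tested compounds plus 3 SD, cut at about 70% in these data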;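 also: 0% = DMSO with NR2E3 transfected cells and 100% = cells lacking NR2E3 construct; higher means lower luciferase signal from less NR2E3 corepressor binding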
Target sequence (Q9Y5X4 whole entry, looked up, the tested form may be a part): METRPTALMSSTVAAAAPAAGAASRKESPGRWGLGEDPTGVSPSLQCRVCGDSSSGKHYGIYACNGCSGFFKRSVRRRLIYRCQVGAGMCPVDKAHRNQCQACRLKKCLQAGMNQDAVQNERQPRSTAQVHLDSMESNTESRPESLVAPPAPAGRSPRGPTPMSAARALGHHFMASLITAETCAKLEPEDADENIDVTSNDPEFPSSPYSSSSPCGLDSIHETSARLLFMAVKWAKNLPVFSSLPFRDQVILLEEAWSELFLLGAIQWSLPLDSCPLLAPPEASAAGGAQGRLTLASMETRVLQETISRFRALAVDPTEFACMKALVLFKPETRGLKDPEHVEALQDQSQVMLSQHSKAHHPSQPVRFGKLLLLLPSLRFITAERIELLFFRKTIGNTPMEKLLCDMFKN
NR2E3 ag-2 = activates human photoreceptor nuclear receptor NR2E3; Q9Y5X4; GST-NR2E3/biotin-RetCOR TR-FRET, 1536-well; inhibition of corepressor binding, % at 4.78 µM; hit rate 0.12% among 320,000; AID 2300;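 active = percent inhibition above the cutoff of mean plus 3 SD of all tested compounds, set per screening campaign, cut at about 20% in these data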;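 also: 0% = DMSO wells and 100% = biotin wells as full block of FRET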
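system = GST-tagged NR2E3 plus biotinylated RetCOR corepressor | input = 1.35 nM GST-NR2E3 | also added = 7 nM biotin-RetCOR | schedule = 5 h incubation at 4 °C | measured by = TR-FRET with europium anti-GST and streptavidin-D2, 340 nm excitation | read-out = percent loss of FRET ratio relative to control wells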
KKLEB tox = reduces viability of KKLEB cystic fibrosis airway cells | KKLEB CF airway cells viability, ATPlite luminescence, overnight; hits give low values; cells stimulated with P. aeruginosa culture filtrate | activity change (cytotoxicity), % at 5 µM | hit rate 0.36% among 360,000 | AID 602141;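 active = corrected activity change at or below -50% at 5 µM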
TRAIL sens C8 = caspase-8 TRAIL sensitization. hit rate 1% among 360,000. AID 624354. NB7+C8 cells + TRAIL, ATPlite viability luminescence. inhibition (viability loss, TRAIL sensitization), % at 10 µM;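 active = compounds causing at least 50% loss of cell viability in the single-dose screen, relative to plate controls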
TRPM1 prom inh = inhibitors of MITF-driven TRPM1 promoter in melanoma cells | inhibition, % at 12.5 µM | SK-MEL-5 TRPM1 promoter luciferase, 24 h | AID 488899 | hit rate 0.83% among 330,000;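 active = mean inhibition across replicates of 60% or more, whatever share of single replicates reaches that level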; also: values of inactives mirror those of a sister screen read the other way
Peg3 prom inh = Peg3 promoter activity inhibition | inhibition, % at 20 µM | hit rate 1.7% among 360,000 | HeLa PEG-Prom luciferase reporter, luminescence, overnight;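 active = inhibition of at least 50% at 20 µM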
CF NFkB inh = inhibitors of cystic fibrosis induced NF-kB | KKLEB NF-kB-GFP reporter, PAF-induced, GFP fluorescence overnight | inhibition, % at 5 µM | hit rate 0.86% among 360,000;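 active = at least 50% inhibition at 5 µM, scaled per plate between neutral and stimulator controls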;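 also: PAF is a Pseudomonas aeruginosa culture filtrate used as stimulus; plate controls were PAF-stimulated DMSO wells for no effect and unstimulated DMSO wells for full effect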
TWEAK Fn14 block = blocks TWEAK-Fn14 interaction in a reporter cell assay | TWEAK-stimulated Fn14 reporter cells, luciferase luminescence, 8 h | inhibition, % at 10 µM | hit rate 2% among 360,000 | AID 1159606; in the data active = inhibition above about 50%
HIF-2a block = inhibitors of HIF-2a; 786-0 RCC cells HIF-2a reporter, luciferase luminescence, overnight; hit rate 0.72% among 360,000; inhibition, % at 18.8 µM;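 active = inhibition of the luminescence signal of 40% or more relative to plate controls, in a single-dose primary screen at 18.75 µM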
* = called active by the depositor; · = not tested or not shown. An excerpt; the hit share may differ from the screen's.

SMILES	Shn3 inh set2	TROY NFkB inh	NR2E3 ag-1	NR2E3 ag-2	KKLEB tox	TRAIL sens C8	TRPM1 prom inh	Peg3 prom inh	CF NFkB inh	TWEAK Fn14 block	HIF-2a block
COCCn1c(N)c(S(=O)(=O)c2cccs2)c2nc3ccccc3nc21	-20	16	-6	17	9	-49	-11	13	-7	6	14
CCCOc1ccc(N2C(=O)CC(N(CCC)C(=O)CCC(=O)O)C2=O)cc1 (configuration not stated)	6	1	21	1	6	-2	10	9	-5	1	9
Cc1ccc(-n2c(SCC(=O)Nc3ccc4c(c3)OCO4)nnc2-c2ccoc2C)cc1	13	12	6	0	8	-14	7	10	-4	12	22
CCN(CC)S(=O)(=O)c1ccc(Cl)c(C(=O)Oc2cccc(-c3cnc4ccccc4n3)c2)c1	-106	-45	-52	-2	2	1	-52	-235	-7	3	-251
CCOC(=O)C1=C(N)Oc2cc(O)ccc2C1c1ccc(F)cc1F (configuration not stated)	7	4	-11	3	1	-6	13	23	-3	11	25
Cc1ccc(-c2cc(-c3ccc(C)o3)nc(N)c2C#N)cc1	0	-24	6	4	-4	-3	0	10	0	16	11
Cc1ncc(CN2CCC(C(=O)Nc3cccc(-c4cscn4)c3)CC2)cn1	-2	-42	8	1	19	1	15	18	-34	8	6
CC(=O)Nc1ccc(-c2ccnc3c2CC(C(=O)Nc2cccc(C(F)(F)F)c2)O3)cc1 (configuration not stated)	31	5	-24	·	-22	2	·	5	38	1	-19
CCN(CC(=O)NC1CCS(=O)(=O)C1)C(=O)C(c1ccccc1)c1ccccc1 (configuration not stated)	-1	-2	6	0	1	-7	-2	4	0	8	0
N#CC1=C(N)N2C(=C(C#N)C13CCN(Cc1ccccc1)CC3)Nc1ccccc12	9	-36	4	2	-2	0	-4	0	16	-19	-25
COc1ccc(N2C(=O)C3C(C2=O)C3(c2ccccc2)c2ccccc2)cc1 (configuration not stated)	-6	15	-37	7	0	-2	-28	21	-10	18	22
O=C1CN(C(=O)COC(=O)CCCOc2ccccc2)c2ccccc2N1	-4	6	13	-2	6	-5	-7	-6	-4	3	8

Record cards, as listed above. Order of screens: Shn3 inh set2 | TROY NFkB inh | NR2E3 ag-1 | NR2E3 ag-2 | KKLEB tox | TRAIL sens C8 | TRPM1 prom inh | Peg3 prom inh | CF NFkB inh | TWEAK Fn14 block | HIF-2a block
N#CC1=C(N)N2C(=C(C#N)C13CCN(Cc1ccccc1)CC3)Nc1ccccc12 reads 9 | -36 | 4 | 2 | -2 | 0 | -4 | 0 | 16 | -19 | -25
CCCOc1ccc(N2C(=O)CC(N(CCC)C(=O)CCC(=O)O)C2=O)cc1 (configuration not stated) reads 6 | 1 | 21 | 1 | 6 | -2 | 10 | 9 | -5 | 1 | 9

New compounds follow.
SMILES	Shn3 inh set2	TROY NFkB inh	NR2E3 ag-1	NR2E3 ag-2	KKLEB tox	TRAIL sens C8	TRPM1 prom inh	Peg3 prom inh	CF NFkB inh	TWEAK Fn14 block	HIF-2a block
CS(=O)(=O)N(CC(=O)NCc1ccccc1)c1ccc(Cl)cc1	-11	7	-3	0	6	-12	-6	-14	5	-10	-21
COC(=O)c1ccc(NC(=O)c2ccccc2NS(=O)(=O)c2ccccc2)cc1	40	34	60	4	-30	12	7	18	60*	24	-23
COc1cccc(OC)c1C(=O)Nc1ccc(N2CCN(C(=O)c3ccco3)CC2)cc1	-37	-22	-19	-2	10	9	-13	-44	1	20	-49
COc1cc(C(=O)OCC(=O)Nc2sccc2C(N)=O)cc(OC)c1OC	12	33	3	0	-21	-26	9	43	16	31	0
COc1cccc(CNC(=O)CCn2ccc3cc(S(=O)(=O)N4CCC(C)CC4)ccc32)c1	4	-1	5	0	-10	-9	16	20	8	1	9
Cc1cc(C)cc(-n2nnc3ccccc3c2=O)c1	-5	-22	-40	·	0	3	·	-51	24	-21	-44
O=S1(=O)N=C2CCCN2C(c2ccc(F)cc2)N1 (configuration not stated)	-5	-1	-1	0	-6	13	0	-1	2	9	9
CC(=O)C[C@@H](O)CC(=O)[C@H]1OC(=O)CC/C=C\Cc2ccccc21	-19	-16	-44	2	8	0	9	3	9	-8	19
CN(Cc1ccccc1)C(=S)NC(=O)c1cccs1	-16	1	38	-2	-1	22	4	-11	-10	4	-21
COc1ccc(NC(=O)N(C)C[C@H]2Oc3c(NC(=O)c4ccncc4)cccc3C(=O)N([C@H](C)CO)C[C@@H]2C)cc1	14	1	-30	·	4	-11	-13	-4	-13	2	19
Cc1ccccc1CSc1nnc(NC(=O)C2COc3ccccc3O2)s1 (configuration not stated)	-9	19	6	-1	-8	11	5	-3	9	-17	-40
Nc1cc(Cc2ccccc2)ccc1O	2	-14	10	·	3	-19	-3	-19	-7	15	-40
COc1ccc(C(=O)c2[nH]c(N)c(C(=O)NCCc3c[nH]c4ccccc34)c2-c2ccc(Cl)cc2)cc1	·	-6	-22	·	·	-5	·	·	·	4	-3
Cc1ccc(C)c(S(=O)(=O)Nc2ccc(C(=O)NCC(c3ccco3)N3CCCCC3)cc2)c1 (configuration not stated)	32	-3	-17	1	-19	-6	3	-4	29	-11	13
O=C(Cc1ccccc1F)Nc1nc2ccccc2[nH]1	-10	-7	-3	-1	2	12	-18	-50	16	11	-99
Cc1cc(C)n2c(Nc3ccc4c(c3)OCCO4)c(C(C)C)nc2n1	·	14	-6	·	·	-10	·	·	·	16	-1
Cc1cc(O)ccc1NC1=CC(=O)CC(C)(C)C1	1	-23	-3	1	-27	1	-1	12	-16	7	12
COc1ccc(CC(=O)Nc2cccc3ncccc23)cc1OC	-1	-23	-2	3	3	8	-7	9	-2	-13	13
CC(NC(=O)COc1ccc(/C=N/NC(=O)CO)cc1)c1ccccc1 (configuration not stated)	4	5	2	6	-7	1	22	1	-17	-4	5
COc1ccc(CCC(=O)Nc2ccc3c(c2)OCO3)cc1	-4	-9	-20	3	-1	2	-9	-7	9	-9	-28
CC(C)C1Cc2[nH]c(=O)c(C(=O)O)cc2CO1 (configuration not stated)	3	1	-8	-3	3	-10	11	11	10	4	-5
CCOC(=O)c1c(NC(=O)COC(=O)CCCOc2ccc(OC)cc2)sc(C(=O)NC)c1C	19	-2	-18	-2	0	-12	2	-11	8	-3	6
Cc1ncc(CN2CCN(CCC(C)C)C(CCO)C2)s1 (configuration not stated)	-24	4	-2	0	12	-8	-7	8	-1	3	14
O=c1nc(N2CCCC2)nc(N2CCCC2)[nH]1	-1	14	-20	0	3	2	-10	10	0	0	21
CCCCN1CC(N2CCN(Cc3cccc(C)c3)CC2)CS1(=O)=O (configuration not stated)	4	-3	-6	·	-6	5	·	-2	-38	3	4
CC(C)c1ccc(NC2CCCN(C(=O)c3ccc4nccnc4c3)C2)cc1 (configuration not stated)	4	24	18	2	-6	-5	3	1	5	4	14
CC(C)(C)c1ccc(NC(=O)CN2C(=O)NC(C)(C3CC3)C2=O)cc1 (configuration not stated)	-31	-8	3	-1	3	-9	1	-10	-1	-6	-2
COc1cccc(N/C(SC)=C(/C#N)C(N)=O)c1	10	13	-4	1	-10	-5	5	19	1	1	-18
CCN(CC)c1ccc2cc(C(C)=O)c(=O)oc2c1	11	-25	5	-3	-8	-7	-9	-90	9	-21	-119
COc1cccc(CNC(=S)Nc2cccc(Cl)c2C)c1	17	-20	-50	3	4	-5	11	7	-5	-3	3
COc1ccc(C(C(=O)NC2CCCC2)N(C(=O)c2snc(-c3ccc(F)cc3)c2N)c2ccc(F)cc2)cc1 (configuration not stated)	-5	-7	18	0	-27	51*	14	0	25	-5	17
COc1ccc2c(c1)Cc1sc(NC(=O)c3cccnc3)nc1-2	2	-18	-11	-2	11	2	-30	-90	-10	2	-131
CCCc1cc(-c2nc(-c3ccc(C)cc3)cs2)ccn1	-10	-34	-65	3	-24	-14	-15	-160	14	-19	-260
COc1ccc(OC)c(/C=N\NC(=O)CC(=O)NCCc2ccccc2)c1	4	-7	1	-1	4	-1	14	21	5	18	17
Cc1noc(C)c1CC(=O)NC1CC(C)(C)Cc2c1cnn2-c1ccccc1 (configuration not stated)	16	-16	-12	1	16	10	-5	1	-7	12	13
COC(=O)c1cc(S(=O)(=O)N(C)C2CCCCC2)cn1C	7	7	-10	1	-1	-12	0	-6	-8	-8	5
Cc1cc2c(cc1S(=O)(=O)NCc1ccccc1Cl)OCCN2C	-8	-8	15	-3	2	6	-6	19	-9	9	6
COc1ccc(C(=O)Nc2nc3ccccc3s2)c(OC)c1	93*	85*	97*	1	-88*	92*	84*	107*	0	105*	92*
COc1ccc(C(=O)NNC(=O)CSc2nnc(COc3ccc4ccccc4c3)n2C)cc1	-14	-21	-12	-1	11	-13	-2	9	0	-5	-1
CCOc1cc(/C=C(/C#N)C(=O)Nc2ccc(OC)cc2)ccc1OCc1ccc(C(=O)O)cc1	3	11	-18	2	6	3	-3	15	-39	6	15
CCN(CC(=O)NC1CCS(=O)(=O)C1)S(=O)(=O)c1cc(C)ccc1C (configuration not stated)	-12	12	7	-1	-6	-8	-3	9	20	-15	12
Cc1cc(NC(=O)C2CC(c3ccc(F)cc3)=NO2)n(-c2ccccc2)n1 (configuration not stated)	5	7	-24	4	-8	-2	12	18	17	4	13
NC(=O)c1ccc(N2CCCC2)nc1	-1	-6	-17	·	-4	-1	9	-11	7	3	1
COc1cccc(Oc2coc3c(CN4CCOCC4)c(O)ccc3c2=O)c1	-9	-31	7	-2	6	0	-8	12	5	18	-4
CCC(=O)Nc1ccc(N2CCOCC2)c(S(=O)(=O)Nc2ccc(OC)cc2)c1	-3	-9	-37	-2	3	-15	15	21	-7	-4	9
O=C(/C=C/c1ccc2c(c1)OCCCO2)c1ccc2ccccc2c1O	4	61*	-35	0	-6	5	-43	-159	8	33	-226
COc1ccc(NS(=O)(=O)c2ccc(Cl)c(NC(=O)c3ccccc3F)c2)cc1	64	15	15	·	3	15	-1	22	4	5	7
CC(C)C(=O)N1CCCC1(C)C(=O)Nc1ccc2c(c1)OCO2 (configuration not stated)	2	-6	20	·	5	4	·	12	12	7	6
COc1ccc(NC(=O)CN(c2ccccc2)S(=O)(=O)c2ccccc2)c(OC)c1	7	-9	-11	-1	-6	0	-6	24	0	7	22
COCCNC(C)C(=O)Nc1ccc(Br)cc1 (configuration not stated)	5	11	-2	7	-2	4	-4	12	-6	6	16
COC(=O)CN1C(=O)C(O)(CC(=O)c2ccc(C)cc2)c2cc(Br)ccc21 (configuration not stated)	11	2	-25	0	-5	-1	-7	-13	19	-6	0
Cc1c(C#N)c2n(c1C)CCCC(=O)N2	-1	4	-5	·	-10	-5	·	5	12	13	-6
O=C1c2ccccc2C(=O)N1c1cccc(-c2nc3ccccc3o2)c1	-1	-10	-23	-2	-4	12	-1	4	4	10	3
